mIAP act: increases mouse intestinal alkaline phosphatase activity | muIAP, CDP-Star luminescence, 30 min; hits give high values; 1 = vehicle-only enzyme signal, 0 = enzyme-free wells | hit rate 0.24% among 330,000 | activation factor at 10 µM;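 active = activation factor of at least 2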; note: the source names both 10 and 20 µM as test concentration; values of inactives mirror those of a sister screen read the other way
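System: Mouse IAP enzyme | Also added: CDP-Star substrate | Dosing: Compounds dispensed in DMSO | Schedule: 30 min enzyme-substrate-compound incubation at room temperature | Technique: Chemiluminescence readout | Control set: DMSO-only wells and no-enzyme negative control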
hIAP inh: blocks human intestinal alkaline phosphatase; P09923; purified IAP, CDP-Star luminescence, 30 min; inhibition, % at 10 µM; hit rate 0.12% among 330,000; AID 2544;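 active = inhibition reaching a set limit with compound at 10 µM in the primary screen, cut at about 35% in these data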;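 note: plate controls were DMSO wells with enzyme for no effect and no-enzyme buffer wells for full effect; values of inactives mirror those of a sister screen read the other way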
Target sequence (P09923 whole entry, looked up): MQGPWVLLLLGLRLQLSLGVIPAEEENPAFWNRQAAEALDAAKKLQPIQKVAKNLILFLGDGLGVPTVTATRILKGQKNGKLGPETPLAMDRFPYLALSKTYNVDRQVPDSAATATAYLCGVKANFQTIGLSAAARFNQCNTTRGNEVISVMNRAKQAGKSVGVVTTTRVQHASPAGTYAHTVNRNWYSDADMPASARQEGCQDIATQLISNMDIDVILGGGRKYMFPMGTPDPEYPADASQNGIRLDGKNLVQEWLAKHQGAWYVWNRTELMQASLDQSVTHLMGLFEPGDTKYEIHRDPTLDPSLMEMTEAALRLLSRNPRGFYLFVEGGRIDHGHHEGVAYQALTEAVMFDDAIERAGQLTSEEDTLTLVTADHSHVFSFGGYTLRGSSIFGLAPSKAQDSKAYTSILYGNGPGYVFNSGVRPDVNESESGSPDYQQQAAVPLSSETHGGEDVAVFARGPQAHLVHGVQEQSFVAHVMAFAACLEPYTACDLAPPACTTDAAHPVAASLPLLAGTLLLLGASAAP
A3G deaminase: inhibitors of human APOBEC3G DNA deaminase. recombinant A3G, ssDNA deamination FAM/TAMRA fluorescence. hit rate 0.28% among 330,000. AID 493012. Q9HC16. inhibition, % at 20 µM;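 active = inhibition of at least 40% at 20 µM, with no more than 30% in the related APOBEC3A deaminase screen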;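 note: plate controls were DMSO wells with A3G for no effect and wells lacking A3G enzyme for full effect; some compounds called inactive have numbers as strong as hits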
Target sequence (Q9HC16 whole entry, looked up): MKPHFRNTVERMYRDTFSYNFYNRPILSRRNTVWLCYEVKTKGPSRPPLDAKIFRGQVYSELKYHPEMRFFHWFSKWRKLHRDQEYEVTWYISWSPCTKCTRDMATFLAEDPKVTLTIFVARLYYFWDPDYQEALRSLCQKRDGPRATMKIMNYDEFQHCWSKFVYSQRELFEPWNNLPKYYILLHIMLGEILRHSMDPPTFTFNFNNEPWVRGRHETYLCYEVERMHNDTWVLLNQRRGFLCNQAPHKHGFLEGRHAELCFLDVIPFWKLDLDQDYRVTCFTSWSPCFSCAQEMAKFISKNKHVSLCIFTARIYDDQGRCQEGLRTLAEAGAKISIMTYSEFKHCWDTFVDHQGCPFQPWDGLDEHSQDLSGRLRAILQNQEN
hIAP activ: increases human intestinal alkaline phosphatase activity; AID 2524; purified human IAP, CDP-Star luminescence, 30 min; hits give high values; 1 = vehicle-only enzyme, 0 = enzyme-free background; activation factor at 10 µM; hit rate 0.16% among 330,000;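 active = activation factor of the enzyme at least 2-fold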; note: the source names both 10 and 20 µM as test concentration; values of inactives mirror those of a sister screen read the other way
MPTP block: inhibitors of mitochondrial permeability transition pore; isolated mouse mitochondria, Ca2+ swelling absorbance, 30 min; inhibition, % at 10 µM; hit rate 1.4% among 360,000;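 active = inhibition of 50% or more, scaled per plate between neutral and stimulator controls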;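 note: 0% = DMSO wells given calcium and 100% = 1 mM EGTA wells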
mIAP inh: blocks mouse intestinal alkaline phosphatase; purified mouse IAP, CDP-Star luminescence, 30 min; inhibition, % at 10 µM; hit rate 0.2% among 330,000;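 active = inhibition of at least 40% at 10 µM in the primary screen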;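 note: plate controls were DMSO with enzyme for no effect and no enzyme wells for full effect; values of inactives mirror those of a sister screen read the other way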
MIN6 prolif: inducers of beta-cell replication in MIN6 cells; MIN6 cells proliferation, ATPlite luminescence, 48 h; cells starved in 0.2% serum; 100% = growth in 10% serum; proliferation, % at 10 µM; hit rate 0.29% among 330,000;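 active = compounds whose signal lies at least 3.5 SD above the mean of all wells on their plate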;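 note: 0% = DMSO-treated cells in low-serum medium and 100% = 10% serum control; some compounds called inactive have numbers as strong as hits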
APOBEC3A inh: blocks human APOBEC3A ssDNA deamination | P31941 | recombinant A3A, FAM/TAMRA ssDNA deamination fluorescence | inhibition, % at 20 µM | hit rate 0.41% among 330,000 | AID 493011;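 active = at least 40% inhibition at 20 µM here, with at most 30% in a related deaminase screen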;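 note: plate controls were A3A with DMSO for no effect and wells lacking A3A enzyme for full effect; some results filed as inactive read as strong as hits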
ATG4B inh: ATG4B (human) cysteine protease inhibition; Q9Y4P1; ATG4B cleavage of LC3-PLA2, NBD-HPC fluorescence, 1 h; inhibition, % at 8.33 µM; hit rate 0.51% among 340,000; in the data active = inhibition above about 40%
Active calls of the source: *; · = not tested or not shown.

SMILES	mIAP act	hIAP inh	A3G deaminase	hIAP activ	MPTP block	mIAP inh	MIN6 prolif	APOBEC3A inh	ATG4B inh
COCC(COS(N)(=O)=O)C(C)C (stereo not drawn)	1	-7	-4	1.1	-0.3	-4	-4	1	5
Cc1ccc(NS(=O)(=O)c2cc(NC(=O)c3cc(=O)[nH]c(=O)[nH]3)ccc2Cl)c(C)c1	0.92	-2	-4	1	3.9	8	-3	3	-7
COc1cc(C(=O)COC(=O)Cc2cnc3sccn23)cc(OC)c1OC	0.94	7	-5	0.93	-0.5	6	-1	-3	6
CC(C)N=C(N)N=C(N)Nc1ccc(Cl)cc1	1.1	-25	-5	1.3	6.0	-14	-8	-2	9
O=S1(=O)C=C(Oc2ccc(F)cc2)c2ccccc21	1.1	-11	-4	1.1	1.5	-9	0	-2	7
O=C(NCc1ccc2c(c1)OCO2)c1cc(Cl)ccc1Cl	1	-8	6	1.1	1.7	-1	-1	-1	12
COc1ccc(/C(C)=N/NC(=O)c2cc(-c3cccnc3)nc3ccccc23)cc1	0.94	0	0	1	1.2	6	2	0	-14
O=c1c2ccccc2nc(-c2ccoc2)n1CCc1ccccc1	1	-21	-6	1.2	-0.2	0	0	3	42*
O=C(O)c1ccc(/C=N/N2CCN(C3c4ccccc4-c4ccccc43)CC2)cc1	1	-11	-8	1.1	5.0	0	0	-8	-4
CC(=O)N1CC(C)Sc2ccc(S(=O)(=O)NCc3ccccc3Cl)cc21 (stereo not drawn)	1.1	-37	-8	1.4	-2.1	-6	-2	-6	4
Cc1ccccc1NC(=O)NCCCN1CCCC1	0.97	10	-4	0.9	-0.2	3	2	-1	-10
CC1CC(C)CN(C(=O)C2CC(=O)N(c3ccc4c(c3)OCCO4)C2)C1 (stereo not drawn)	0.97	-17	-1	1.2	-0.5	3	-4	-2	-20
Cn1c(C=O)c(C#Cc2ccccc2)c2ccccc21	0.82	11	-8	0.89	0.5	18	-7	-6	-4
CCN(CC)C(=O)CSc1nc(-c2ccccc2)ccc1C#N	0.87	-9	8	1.1	-1.3	13	5	2	-3
COc1ccccc1NS(=O)(=O)c1cc(NC(=O)c2cc3ccccc3oc2=O)ccc1C	1	4	-5	0.95	1.2	-1	0	2	7
CCCC1=Nc2cc(C(=O)NCCCN3CCN(C)CC3)ccc2Sc2ccccc21	0.99	0	-5	1	-1.8	1	-5	-6	-2
Cc1cc(C)n2cnnc2n1	1	-6	4	1.1	2.1	0	0	1	8
Cc1noc(C)c1COC(=O)c1cc2c(C)nn(-c3ccc(F)cc3)c2s1	0.97	-17	-4	1.2	1.2	3	-1	-4	5
O=C(NC(=S)Nc1ccc(NC(=O)c2ccccc2)cc1)c1ccc(F)cc1	0.86	-7	-8	1.1	0.8	14	-6	-7	7
O=C(c1ccccc1)c1nnc(-c2ccncc2)o1	1	6	-2	0.94	-1.8	0	-1	-1	4

3 entries from above, bar-delimited:
SMILES | mIAP act | hIAP inh | A3G deaminase | hIAP activ | MPTP block | mIAP inh | MIN6 prolif | APOBEC3A inh | ATG4B inh
Cc1ccccc1NC(=O)NCCCN1CCCC1 | 0.97 | 10 | -4 | 0.9 | -0.2 | 3 | 2 | -1 | -10
O=C(NC(=S)Nc1ccc(NC(=O)c2ccccc2)cc1)c1ccc(F)cc1 | 0.86 | -7 | -8 | 1.1 | 0.8 | 14 | -6 | -7 | 7
COc1ccc(/C(C)=N/NC(=O)c2cc(-c3cccnc3)nc3ccccc23)cc1 | 0.94 | 0 | 0 | 1 | 1.2 | 6 | 2 | 0 | -14

(continued)
SMILES	mIAP act	hIAP inh	A3G deaminase	hIAP activ	MPTP block	mIAP inh	MIN6 prolif	APOBEC3A inh	ATG4B inh
Cc1nc(NC(=O)Nc2ccc(Cl)cc2)sc1C	1	-7	-3	1.1	5.5	-2	1	-1	14
CC1CCCC(C)N1CCCNC(=O)Cn1ncc2c([nH]c3ccccc32)c1=O (stereo not drawn)	0.91	-2	-6	1	-2.4	10	-1	-5	5
COc1ccc(/C=C/C2=NC(=C\N(C)C)/C(=O)O2)cc1	0.99	-4	-2	1	2.8	1	-2	1	-15
O=C(NC1CCCCC1)C1CCN(c2nccs2)CC1	1	-4	-4	1	-2.6	0	-1	-1	-8
O=C1COc2ccc(C(=O)COC(=O)C3CC(O)CN3S(=O)(=O)c3ccc(Cl)cc3)cc2N1 (stereo not drawn)	1.1	-4	-2	1	0.0	-7	-2	-1	-10
O=C(Nc1cccc(C(F)(F)F)c1)c1ccc2nc(N3C(=O)CCC3=O)sc2c1	0.99	4	-4	0.96	3.1	0	-3	1	-15
CC(C)(C)c1ccc(C(=O)NCCC(=O)Nc2cc(Cl)ccc2N2CCOCC2)cc1	0.99	-22	4	1.2	-1.5	1	-7	12	-15
COC(=O)c1ccc(CNC(=O)c2cc(COc3cncc(Cl)c3)on2)cc1	0.91	16	-5	0.84	-0.5	9	0	-2	-7
CCCCn1c(=O)c(CCC(=O)OCC(=O)NC(C)c2ccccc2)nc2ccccc21 (stereo not drawn)	0.82	-18	-7	1.2	0.6	18	0	-2	-15
CCOC(=O)c1sc2nc(CC(=O)OC)nc(N3CCN(c4ccccn4)CC3)c2c1C	0.91	12	-3	0.88	2.1	10	-2	2	-9
CCC(=O)Nc1cccc(C(=O)/C=C/c2ccc(F)cc2)c1	0.96	13	-3	0.87	3.5	4	-6	2	-7
O=C(NNC(=O)C1C2CCC(C2)C1C(=O)O)c1ccc(Br)o1 (stereo not drawn)	0.96	2	1	0.98	·	4	0	4	·
COc1ccc(CCNC(=O)CSc2nc(N)c3c(C)c(C)oc3n2)cc1OC	0.94	-5	-6	1	-0.5	6	-1	-4	-18
COC(=O)C(CC(=O)c1ccc(Br)cc1)n1nc(C)cc1C (stereo not drawn)	0.92	-31	0	1.3	0.1	8	0	-5	0
Cc1ccnn1CC(=O)N/N=C/c1cn[nH]c1-c1ccc(F)cc1	0.91	4	-9	0.95	-0.7	9	-2	-7	5
COc1ccc2nc(NC3=NC(c4ccccc4)CC(=O)N3)nc(C)c2c1 (stereo not drawn)	1.1	-55	-6	1.6	0.2	-6	-2	-5	-10
CCOC(=O)c1c(NC(=O)c2nn(CC)cc2Br)c(C#N)cn1-c1ccccc1	0.96	17	-9	0.83	2.3	4	-3	-3	-16
CN(NS(C)(=O)=O)c1ncc(C(F)(F)F)cc1Cl	0.95	-2	-5	1	0.6	4	6	-2	7
Cc1ccc(C(=O)CSc2nnc(-c3ccco3)n2C)cc1	0.96	9	-7	0.91	0.2	4	-2	-3	-9
Cc1ccc(C2=NN(C(=O)COc3ncnc4ccccc34)C(c3ccco3)C2)cc1 (stereo not drawn)	1	5	-8	0.95	-2.6	-1	0	6	-1
COc1ccc2[nH]c(=O)c(CN(C(=O)c3ccncc3)C(C)(C)C)cc2c1	1	-7	1	1.1	-0.3	-4	13*	4	12
O=C(COc1ccc(Br)cc1Br)NC1CCS(=O)(=O)C1 (stereo not drawn)	1	14	-9	0.86	-0.7	-1	0	0	-7
Cc1ccc(NC(=O)CN(C)C(=O)COC(=O)CCS(=O)(=O)c2ccc(C)cc2)cc1	0.95	-2	-10	1	-0.4	5	3	1	-5
O=C(CC1CS(=O)(=O)CC1CC(=O)Nc1ccc2c(c1)OCCO2)Nc1ccc2c(c1)OCCO2 (stereo not drawn)	1	4	1	0.96	1.6	-2	-2	-2	-3
Cc1cc(C)n2nc(-c3sccc3-n3c(C)ccc3C)cc2n1	0.95	-6	-2	1.1	-0.9	5	-1	-7	-9
CC(=O)Nc1sc(C)c(C)c1C(=O)OCC(=O)Nc1cccc(C)c1	1.2	3	-3	0.97	-0.4	-19	-6	0	4
Fc1ccc(-c2nnc(NC3=NCCCCC3)o2)cc1	1.1	22	-1	0.78	-1.0	-5	-4	-1	7
CC1(C)OC(=O)C(=NNc2ccc(C(=O)O)cc2)C(=O)O1	0.96	-2	-5	1	0.7	4	0	0	-4
CN(Cc1nc2ccccc2c(=O)[nH]1)C(=O)c1ccccc1OCc1ccc(Cl)cc1	0.99	-12	-8	1.1	-1.6	1	3	1	-4
O=C(c1cc2ccccc2oc1=O)N1CCCCCCC1	1.1	16	2	0.84	0.5	-5	-1	2	-4
CC(C)OCCCNC(=O)COc1ccc2oc3c(c2c1)CCCC3	1.1	-3	7	1	0.5	-10	3	1	-3
Cc1ccc(NCC(=O)Nc2cccc(S(=O)(=O)N(C)C)c2)c(Cl)c1	1.3	-6	-5	1.1	2.0	-28	-2	2	-1
O=c1ccc(S(=O)(=O)N2CCC(Cc3ccccc3)CC2)c[nH]1	0.82	12	1	0.88	-0.4	18	-1	-1	3
CCN=C1SC(CC(=O)NC(C)C)C(=O)N1CC (stereo not drawn)	0.95	14	2	0.86	0.1	5	-3	2	-1
O=C(Nc1ccccc1Cl)c1cccc(COc2cc(Cl)ccc2Cl)c1	1	-18	2	1.2	3.4	0	-1	3	0
O=C(c1cc(-c2cccnc2)nc2ccccc12)N1CCN(S(=O)(=O)c2cccs2)CC1	0.86	-2	-4	1	-1.0	14	0	-1	-11
Cc1ccc(C)c(SCC(=O)N(C)CC(=O)Nc2ccc(N3CCOCC3)cc2)c1	0.9	-3	-12	1	-1.1	10	-2	-3	-4
CC1(C)C2CCC1(C)C(OC(=O)C[n+]1ccccc1)C2 (stereo not drawn)	0.97	1	-4	0.99	0.1	3	-3	3	-1
CN1CCN(C(=O)c2cccc(COc3cc(Cl)ccc3Cl)c2)CC1	1	0	-5	1	22	-4	-4	-3	3
Cc1cc(C(=O)N/N=C/C=C/c2ccccc2[N+](=O)[O-])c(C)o1	0.95	3	-5	0.97	-1.0	5	6	0	3
CCOc1ccc(NC(=O)NNC(=O)C(C)Oc2ccccc2OC)cc1 (stereo not drawn)	0.95	-35	0	1.4	-0.8	5	-1	1	-3
COC(=O)c1cccc(NC(=O)CSc2nnnn2C)c1	0.99	-6	-2	1.1	1.1	1	0	-1	-2
Cc1cc(Cl)ccc1OCC(=O)Nc1cccc(S(=O)(=O)N2CCCC2)c1	1.4	1	-10	0.99	5.4	-44	3	-4	-13
C/C(=N\NC(=O)c1csc(C)c1C)c1ccc(C)s1	0.95	-3	2	1	0.3	4	4	3	-3
O=C(CCl)Nc1ccc(Oc2cnc3ccccc3n2)cc1	0.94	2	-3	0.98	2.9	6	-6	-2	-4
CCOc1ccc(S(=O)(=O)N2CCCC(C(=O)NCc3cccnc3)C2)cc1 (stereo not drawn)	1	-2	-9	1	1.6	-1	8	-1	-2
CN(Cc1cccs1)C(=O)COc1cccc(-n2cnnn2)c1	0.98	11	-5	0.89	0.4	2	-2	-1	-13
O=c1[nH]c(=O)n([C@H]2C[C@H](O)[C@@H](CO)O2)cc1Br	0.95	19	-13	0.81	0.1	5	2	-4	8
Cc1onc(-c2c(F)cccc2Cl)c1C(=O)NCCO	0.92	6	-2	0.94	-2.3	8	0	-1	0
COc1ccc(/C=C/C(=O)NC(=S)N2CCN(c3ccccn3)CC2)cc1	1	14	0	0.86	0.8	-4	1	0	-4
Cc1nnc(SCCn2c(N(C)Cc3ccccc3)nc3c2c(=O)[nH]c(=O)n3C)s1	1	17	-4	0.83	-1.0	-3	7	-7	-2
Cc1cc(NC(=O)CCc2ccc(C)o2)no1	1	-15	-2	1.1	0.3	-1	-2	0	0
O=C(NCc1ccccc1F)C1CCCN(C(=O)NC2CCCCC2)C1 (stereo not drawn)	1.1	-6	-4	1.1	0.0	-5	2	-1	-11

Screening results from PubChem BioAssay.

Random draw from the library; about 3.3% have a hit in one of these screens.
